Pf gamet viab: late stage P. falciparum gametocyte viability inhibitors, primary screen, ATP luminescence, HTS. inhibition, % at 10.9 µM. AID 743093, 2013. actives 0.065% (n = 150,000). P. falciparum stage V gametocytes, 24 h;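 active = inhibition above the mean plus 3 SD of compounds within the control limits, set per campaign, cut at about 38% in these data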;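 also: 0% = DMSO wells and 100% = medium only without gametocytes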
Rac1 wt GTP bind: wildtype Rac1 GTP binding modulators, primary screen, biochemical, GST-Rac1 beads, flow cytometry, multiplex | fluorescent GTP binding; actives lie on both sides; 0 = cold GTP competed, 100 = untreated | actives 0.27% (n = 190,000) | GTP binding activity (% of control), % at 10 µM;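 active = GTP binding activity at least 20 points away from the 100% control level, either lower or higher; inconclusive = compound flagged as likely green fluorescent, judged across all proteins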
Rab7 wt GTP bind: modulators of GTP binding to Rab7, primary screen, biochemical, wildtype, multiplex bead flow cytometry; AID 758, 2007; GST-Rab7 beads, fluorescent GTP binding; actives lie on both sides; untreated = 100%, excess cold GTP = 0%; Rab7 GTPase wild type (dog), Bodipy-FL-GTP binding; GTP binding activity (percent of control), % at 10 µM; actives 0.055% (n = 190,000);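 active = fluorescent GTP binding to Rab7 beads changed by at least 20 points from the 100% baseline, either direction, mostly lower; inconclusive = compound itself probably fluorescent, or too few beads counted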;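 also: median green fluorescence of bound Bodipy-FL-GTP per Rab7 bead population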
ABCB1 block: ABCB1 efflux pump inhibitors, primary screen, cell-based, multiplex, flow cytometry, ABCG2 counter-screen. CCRF-Adr cells, JC-1 efflux. ATP-dependent translocase ABCB1 (Homo sapiens), P08183. actives 0.067% (n = 190,000). inhibition, % at 6.6 µM; in the data active = inhibition above about 40%;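 also: 0% = vehicle and 100% = reference inhibitor; higher value means more JC-1 retained so stronger ABCB1 efflux block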
Rac1 act GTP bind: GTP binding modulators of activated mutant Rac1, primary screen, biochemical, bead-based flow cytometry, multiplex, fluorescent GTP | GST-Rac1 activated beads; actives lie on both sides; 100% means binding = to untreated wells | percent activity (GTP binding), % at 10 µM | actives 0.11% (n = 190,000) | AID 764, 2007;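 active = GTP binding at least 20 percentage points away from the 100% baseline, in either direction, so actives lie on both sides; inconclusive = Compound likely fluorescent itself, or too few beads counted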
Rab2 wt GTP: modulators of GTP binding to Rab2A wildtype, primary screen, biochemical, dog, bead-based flow cytometry, multiplex; GST-Rab2 wt beads, Bodipy-GTP binding; GTP binding activity, % at 10 µM; actives 0.19% (n = 190,000); AID 760, 2007;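 active = GTP binding activity at least 20 points away from 100%, either lowered or raised; inconclusive = signal likely due to the compound's own green fluorescence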;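 also: 0% = beads with excess unlabeled GTP and 100% = no-compound control corrected for plate trend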
Mcl1-Noxa inh: Mcl-1/Noxa binding inhibitors, primary screen, biochemical, TR-FRET, 1536-well | actives 1.5% (n = 220,000) | AID 1022, 2008 | TR-FRET Mcl-1/Noxa peptide binding, 2 h | Induced myeloid leukemia cell differentiation protein Mcl-1 (Homo sapiens), Q07820 | inhibition, % at 21.7 µM;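 active = compounds that cut the protein-peptide binding signal by more than 50% relative to plate controls in a single-dose test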;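 also: His-tagged Mcl-1 with rhodamine Noxa BH3 peptide and terbium anti-His antibody; 0% = Mcl-1 plus Noxa peptide wells and 100% = peptide-only wells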
ABCG2 block: ABCG2 efflux pump inhibitors, primary screen, multiplex with ABCB1, IgMXP3 cells, flow cytometry | Broad substrate specificity ATP-binding cassette transporter ABCG2 (Homo sapiens), Q9UNQ0 | JC-1 efflux | inhibition, % at 6.6 µM | actives 0.1% (n = 190,000);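 active = inhibition above 80%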;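 also: 0% = DMSO and 100% = nicardipine control wells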
Target sequence (Q9UNQ0 whole entry, looked up): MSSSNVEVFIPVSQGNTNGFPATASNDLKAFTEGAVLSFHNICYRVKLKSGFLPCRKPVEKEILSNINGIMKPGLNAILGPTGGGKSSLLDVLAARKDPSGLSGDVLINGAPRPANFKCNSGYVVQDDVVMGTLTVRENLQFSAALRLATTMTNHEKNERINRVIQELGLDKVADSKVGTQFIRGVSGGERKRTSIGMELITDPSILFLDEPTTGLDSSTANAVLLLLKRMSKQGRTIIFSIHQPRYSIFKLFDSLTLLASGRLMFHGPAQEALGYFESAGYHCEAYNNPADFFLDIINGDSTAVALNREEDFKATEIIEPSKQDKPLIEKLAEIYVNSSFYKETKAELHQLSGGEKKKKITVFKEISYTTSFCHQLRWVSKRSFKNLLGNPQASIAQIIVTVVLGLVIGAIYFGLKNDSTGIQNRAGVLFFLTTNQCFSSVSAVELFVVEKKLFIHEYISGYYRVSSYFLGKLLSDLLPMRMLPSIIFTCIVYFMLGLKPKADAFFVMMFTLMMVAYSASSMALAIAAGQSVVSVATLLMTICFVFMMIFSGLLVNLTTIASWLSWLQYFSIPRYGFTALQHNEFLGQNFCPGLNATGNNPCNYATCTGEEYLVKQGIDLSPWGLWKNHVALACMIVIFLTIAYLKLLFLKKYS
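Read-out basis: Efflux inhibition in percent versus controls | Test system: ABCG2 IgMXP3 and barcoded ABCB1 CCRF-Adr cell mix | Quantity: 3 million cells/mL in well | Schedule: 10 min at 25 °C | Control set: Nicardipine as high control, DMSO as low control | Reagent: JC-1 as fluorescent efflux pump substrate | Signal: Flow cytometry of retained JC-1 fluorescence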
Cdc42 wt: modulators of GTP binding to wildtype Cdc42, primary screen, biochemical, multiplex bead flow cytometry, Bodipy-GTP; GST-Cdc42 beads; actives lie on both sides; AID 761, 2007; actives 0.2% (n = 190,000); Cell division control protein 42 homolog (Homo sapiens), P60953; percent activity (GTP binding), % at 10 µM;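 active = percent activity GTP binding at least 20 points away from the 100% baseline, either down as inhibitor or up as activator; inconclusive = compound flagged as likely green fluorescent from well-wide comparison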;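 also: median bead fluorescence of bound Bodipy-FL-GTP at 100 nM; 0% = excess unlabeled GTP control and 100% = no compound control; below 100% means less GTP binding so inhibitor and above means activator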
Target sequence (P60953 whole entry, looked up): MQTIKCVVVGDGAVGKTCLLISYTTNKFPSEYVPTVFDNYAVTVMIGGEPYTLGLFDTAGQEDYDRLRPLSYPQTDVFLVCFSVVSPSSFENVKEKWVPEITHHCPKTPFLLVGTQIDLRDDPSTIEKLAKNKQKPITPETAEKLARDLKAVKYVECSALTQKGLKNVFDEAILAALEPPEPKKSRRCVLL
Avidin fluor: green autofluorescence of compounds with avidin beads – biophysical, 488/530 nm, flow cytometry, artefact control, profiling panel; fluorescence (KMESF) at 10 µM; compound fluorescence 488/530 nm; stronger effect = higher value; actives 0.38% (n = 220,000); in the data active = fluorescence above about 47; also: inactives centre near 10
HRas wt GTP: modulators of GTP binding to HRas wildtype, primary screen, biochemical, bead-based flow cytometry, multiplex; GTP binding activity, % at 10 µM; actives 0.14% (n = 190,000); GST-Ras wt beads, Bodipy-FL-GTP binding; actives lie on both sides; GTPase HRas (Homo sapiens), P01112; AID 759, 2007;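 active = GTP binding activity at least 20% away from the 100% baseline, either lowered as inhibitor or raised as activator; inconclusive = flagged as likely green fluorescent, judged across all proteins in the well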;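 also: 0% = unlabeled GTP competition control and 100% = no-compound control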
Target sequence (P01112 whole entry, looked up): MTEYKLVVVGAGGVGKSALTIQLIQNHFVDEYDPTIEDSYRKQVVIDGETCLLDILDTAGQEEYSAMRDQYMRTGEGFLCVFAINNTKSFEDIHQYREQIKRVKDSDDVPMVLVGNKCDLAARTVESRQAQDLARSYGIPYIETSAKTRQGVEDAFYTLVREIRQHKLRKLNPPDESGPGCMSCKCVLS
* marks the source's active call; other numbers are inactive results. Rows were taken by chance. Share with any hit: about 2.3%.

How did COc1ccc(CCNc2nc3ccccc3n3nnnc23)cc1OC do in these assays?
Rac1 wt GTP bind: 101; Rab7 wt GTP bind: 100; ABCB1 block: 1.2; Rac1 act GTP bind: 98; Rab2 wt GTP: 101; Mcl1-Noxa inh: 20; ABCG2 block: 8; Cdc42 wt: 101; Avidin fluor: 7; HRas wt GTP: 99

How did CCC(c1nnnn1Cc1ccco1)N(CCc1ccccc1)Cc1cc2ccc(OC)cc2[nH]c1=O (stereo unspecified) do in these assays?
Rac1 wt GTP bind: 98; Rab7 wt GTP bind: 94; ABCB1 block: 2.4; Rac1 act GTP bind: 96; Rab2 wt GTP: 95; Mcl1-Noxa inh: -6; ABCG2 block: 6; Cdc42 wt: 98; Avidin fluor: 9; HRas wt GTP: 96

What do the screens show for `COC(=O)CSc1nnc(CSc2nc(C)cc(C)n2)n1Cc1ccco1`?
Pf gamet viab: -13; Rac1 wt GTP bind: 99; Rab7 wt GTP bind: 95; ABCB1 block: 0.2; Rac1 act GTP bind: 95; Rab2 wt GTP: 97; Mcl1-Noxa inh: 1; ABCG2 block: 7; Cdc42 wt: 96; Avidin fluor: 13; HRas wt GTP: 96

How did COc1cccc(OCC(O)CN2CCN(CCO)CC2)c1 (stereo unspecified) do in these assays?
Pf gamet viab: 8; Rac1 wt GTP bind: 101; Rab7 wt GTP bind: 100; ABCB1 block: 0.4; Rac1 act GTP bind: 98; Rab2 wt GTP: 100; Mcl1-Noxa inh: 1; ABCG2 block: 0; Cdc42 wt: 101; Avidin fluor: 13; HRas wt GTP: 99

What do the screens show for `Cc1cccc(NC(=O)CN(C)S(=O)(=O)c2cccs2)c1`?
Pf gamet viab: 4; Rac1 wt GTP bind: inconclusive; Rab7 wt GTP bind: inconclusive; ABCB1 block: -0.2; Rac1 act GTP bind: inconclusive; Rab2 wt GTP: inconclusive; ABCG2 block: 2; Cdc42 wt: inconclusive; Avidin fluor: 10; HRas wt GTP: inconclusive

How did CO/C([O-])=N/c1c[n+](-c2ccc(C)cc2)no1 do in these assays?
Pf gamet viab: 36; Rac1 wt GTP bind: 104; Rab7 wt GTP bind: 104; ABCB1 block: 0.4; Rac1 act GTP bind: 100; Rab2 wt GTP: 103; Mcl1-Noxa inh: -4; ABCG2 block: 2; Cdc42 wt: 102; Avidin fluor: 41; HRas wt GTP: 102

Results for COC(=O)C1=C(C)NC(=O)NC1c1cc(Cl)ccc1OC (stereo unspecified) ?
Rac1 wt GTP bind: 106; Rab7 wt GTP bind: 105; ABCB1 block: 0.0; Rac1 act GTP bind: 102; Rab2 wt GTP: 100; Mcl1-Noxa inh: 16; ABCG2 block: 0; Cdc42 wt: 105; Avidin fluor: 11; HRas wt GTP: 104

Results for CCOC(=O)c1c(NC(=O)Cc2cccs2)sc(C)c1C ?
Pf gamet viab: -4; Rac1 wt GTP bind: 104; Rab7 wt GTP bind: 101; ABCB1 block: 0.9; Rac1 act GTP bind: 99; Rab2 wt GTP: 100; Mcl1-Noxa inh: 11; ABCG2 block: 5; Cdc42 wt: 99; Avidin fluor: 1; HRas wt GTP: 100

Results for CN(C)CCN(Cc1cc2cc3c(cc2[nH]c1=O)OCCO3)C(=S)NCC1CCCO1 (stereo unspecified) ?
Pf gamet viab: 8; Rac1 wt GTP bind: 98; Rab7 wt GTP bind: 96; ABCB1 block: -0.1; Rac1 act GTP bind: 97; Rab2 wt GTP: 98; Mcl1-Noxa inh: 3; ABCG2 block: 1; Cdc42 wt: 96; Avidin fluor: 8; HRas wt GTP: 93

What do the screens show for `COc1ccc(CN2CCNC(=O)C2CC(=O)NCCSc2nccn2C)c(OC)c1` (stereo unspecified)?
Pf gamet viab: -5; Rac1 wt GTP bind: 102; Rab7 wt GTP bind: 106; ABCB1 block: 0.0; Rac1 act GTP bind: 98; Rab2 wt GTP: 101; Mcl1-Noxa inh: 10; ABCG2 block: 0; Cdc42 wt: 100; Avidin fluor: 13; HRas wt GTP: 100

How did COc1ccc(NC(=O)CCCC2CCCCC2)cc1S(=O)(=O)N1CCCCC1 do in these assays?
Rac1 wt GTP bind: 100; Rab7 wt GTP bind: 102; ABCB1 block: 1.1; Rac1 act GTP bind: 99; Rab2 wt GTP: 98; Mcl1-Noxa inh: -1; ABCG2 block: 9; Cdc42 wt: 96; Avidin fluor: 5; HRas wt GTP: 100

How did Cc1cnc(NC(=O)COc2ccccc2)s1 do in these assays?
Pf gamet viab: 24; Rac1 wt GTP bind: 106; Rab7 wt GTP bind: 108; ABCB1 block: 0.3; Rac1 act GTP bind: 101; Rab2 wt GTP: 110; Mcl1-Noxa inh: -5; ABCG2 block: 2; Cdc42 wt: 107; Avidin fluor: 14; HRas wt GTP: 110

Results for CCOC(=O)/C(C#N)=C\C1=C(N2CCCC2)CC(C)(CC)OC1 (stereo unspecified) ?
Rac1 wt GTP bind: 107; Rab7 wt GTP bind: 103; ABCB1 block: 1.0; Rac1 act GTP bind: 102; Rab2 wt GTP: 98; Mcl1-Noxa inh: 6; ABCG2 block: 4; Cdc42 wt: 103; Avidin fluor: 7; HRas wt GTP: 102

What do the screens show for `Cn1c(NC(=O)c2cccs2)cc(=O)n(C)c1=O`?
Rac1 wt GTP bind: 104; Rab7 wt GTP bind: 99; ABCB1 block: -0.1; Rac1 act GTP bind: 97; Rab2 wt GTP: 99; Mcl1-Noxa inh: -10; ABCG2 block: 1; Cdc42 wt: 101; Avidin fluor: 5; HRas wt GTP: 98

How did COc1cc(C(=O)NC2=NCCS2)cc(OC)c1OC do in these assays?
Rac1 wt GTP bind: 107; Rab7 wt GTP bind: 101; ABCB1 block: 0.1; Rac1 act GTP bind: 100; Rab2 wt GTP: 102; Mcl1-Noxa inh: 1; ABCG2 block: 0; Cdc42 wt: 103; Avidin fluor: 7; HRas wt GTP: 102

What do the screens show for `CCCC(C)C(=O)OCC(=O)NCc1ccc(OC)c(OC)c1` (stereo unspecified)?
Pf gamet viab: -14; Rac1 wt GTP bind: 101; Rab7 wt GTP bind: 96; ABCB1 block: 1.0; Rac1 act GTP bind: 99; Rab2 wt GTP: 100; Mcl1-Noxa inh: -4; ABCG2 block: 2; Cdc42 wt: 100; Avidin fluor: 22; HRas wt GTP: 99

Results for Cc1ccc2nc(C(C)O)[nH]c2c1 (stereo unspecified) ?
Pf gamet viab: -8; Rac1 wt GTP bind: 100; Rab7 wt GTP bind: 101; ABCB1 block: 0.5; Rac1 act GTP bind: 99; Rab2 wt GTP: 100; Mcl1-Noxa inh: -6; ABCG2 block: 8; Cdc42 wt: 103; Avidin fluor: 14; HRas wt GTP: 101

Results for O=C(Nc1ccccc1)OCCNC(=O)c1ccccc1 ?
Pf gamet viab: 6; Rac1 wt GTP bind: 98; Rab7 wt GTP bind: 96; ABCB1 block: 0.6; Rac1 act GTP bind: 96; Rab2 wt GTP: 97; Mcl1-Noxa inh: 12; ABCG2 block: 2; Cdc42 wt: 102; Avidin fluor: 6; HRas wt GTP: 100

What do the screens show for `COc1ccc(CC(C#N)(CO)c2nc3ccccc3[nH]2)cc1` (stereo unspecified)?
Rac1 wt GTP bind: 107; Rab7 wt GTP bind: 100; ABCB1 block: -0.1; Rac1 act GTP bind: 100; Rab2 wt GTP: 100; Mcl1-Noxa inh: 1; ABCG2 block: 5; Cdc42 wt: 108; Avidin fluor: 12; HRas wt GTP: 100

Results for Cc1ccc(C(=O)NCCc2nnc(SCC(=O)Nc3nc(-c4ccccc4)cs3)n2C)cc1 ?
Pf gamet viab: -6; Rac1 wt GTP bind: 95; Rab7 wt GTP bind: 97; ABCB1 block: -0.4; Rac1 act GTP bind: 92; Rab2 wt GTP: 95; Mcl1-Noxa inh: 17; ABCG2 block: 0; Cdc42 wt: 97; Avidin fluor: 5; HRas wt GTP: 97

What do the screens show for `O=C1Nc2ccccc2C(O)(C(=O)NCc2ccc3c(c2)OCO3)N1c1ccccc1` (stereo unspecified)?
Rac1 wt GTP bind: 101; Rab7 wt GTP bind: 98; ABCB1 block: 0.1; Rac1 act GTP bind: 99; Rab2 wt GTP: 99; Mcl1-Noxa inh: -1; ABCG2 block: 0; Cdc42 wt: 99; Avidin fluor: 1; HRas wt GTP: 98

How did O=C(/C=C/c1ccccc1)N1CCN(CC(O)COc2ccccc2)CC1 (stereo unspecified) do in these assays?
Rac1 wt GTP bind: 103; Rab7 wt GTP bind: 101; ABCB1 block: 1.1; Rac1 act GTP bind: 101; Rab2 wt GTP: 101; Mcl1-Noxa inh: 28; ABCG2 block: 12; Cdc42 wt: 103; Avidin fluor: 11; HRas wt GTP: 101

Pulled by structure from the entries so far (two):
What do the screens show for `Cn1c(NC(=O)c2cccs2)cc(=O)n(C)c1=O`?
Rac1 wt GTP bind: 104; Rab7 wt GTP bind: 99; ABCB1 block: -0.1; Rac1 act GTP bind: 97; Rab2 wt GTP: 99; Mcl1-Noxa inh: -10; ABCG2 block: 1; Cdc42 wt: 101; Avidin fluor: 5; HRas wt GTP: 98

How did Cc1cnc(NC(=O)COc2ccccc2)s1 do in these assays?
Pf gamet viab: 24; Rac1 wt GTP bind: 106; Rab7 wt GTP bind: 108; ABCB1 block: 0.3; Rac1 act GTP bind: 101; Rab2 wt GTP: 110; Mcl1-Noxa inh: -5; ABCG2 block: 2; Cdc42 wt: 107; Avidin fluor: 14; HRas wt GTP: 110
